EphB4 antag = antagonists of human EphB4-ephrin-B2 interaction. hit rate 0.15% among 97,000. EphB4 LBD / TNYL-RAW-Alexa532 peptide, fluorescence polarization. inhibition, % at 7 µM;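 active means inhibition above the screen-wide mean inhibition plus 3 SD, cut at about 15% in these data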;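 further: 0% = DMSO wells and 100% = excess unlabeled TNYL-RAW peptide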
Pyk2 oligo antag = blocks oligomerization of human Pyk2 in cells | AID 1347419 | Q293 cells, Pyk2 FERM NanoBiT luminescence; stronger effect = lower value | Q14289 | hit rate 0.83% among 99,000 | z-score (the deposit names both 25 µM and 10 µM);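 active means Z-score of -3 or lower, scaled per plate to the spread of control and sample wells; inactive means z-score above -3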;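 further: negative z-score means lost luminescence so less FERM oligomerization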
PLK1 inh = inhibitors of human PLK1 kinase | P53350 | recombinant PLK1 kinase, TR-FRET peptide phosphorylation | inhibition, % at 10 µM | hit rate 0.53% among 97,000;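 active means inhibition of 50% or more in the single-concentration screen; inactive means inhibition below 50%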;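 further: 0% = DMSO max control and 100% = H-89 dihydrochloride min control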
PTPN22 act = increases human PTPN22 phosphatase activity; activation, % at 2 µM; recombinant LYP, DiFMUP fluorescence; 0 = plate median, 100 = signal doubled; hit rate 0.11% among 96,000; Q9Y2R2;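 active means activation at 2 µM above a set limit, the mean plus 5 SD, cut at about 37% in these data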
cytoskel mod = cytoskeleton assembly modification | HUVEC TNFa F-actin phalloidin imaging, high content | inhibition, % at 2 µM | hit rate 0.18% among 91,000 | AID 836;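 active means inhibition above the batch mean plus 3 SD and confirmed as a hit by visual image inspection, cut at about 30% in these data, passing the limit was not always enough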; further: strong numbers were not always called active
Plk1 PBD FP = inhibitors of human Plk1 polo box domain binding. P53350. Plk1 PBD phosphopeptide binding, fluorescence polarization. inhibition, %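 (tested at about 20 µM)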. hit rate 0.13% among 97,000; in the data active means inhibition above about 34%, passing the limit was not always enough
FAK blocker = FAK (human) kinase inhibition; Q05397; biochemical FAK kinase activity assay; inhibition, %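 (tested at 7 µM)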; hit rate 0.84% among 97,000; in the data active means inhibition above about 19%;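 further: 0% = DMSO and 100% = reference compound high control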
PTPN22 inh 2 = blocks human PTPN22 phosphatase activity; Q9Y2R2; recombinant LYP catalytic domain, DiFMUP fluorescence; inhibition, % at 2 µM; hit rate 0.21% among 96,000;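 active means inhibition at 2 µM at or above a set limit, the screen mean plus 3 SD, cut at about 24% in these data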;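 further: 0% = DMSO with enzyme and 100% = enzyme fully blocked by orthovanadate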
Rev-RRE block = HIV Rev-RRE protein-RNA interaction inhibition. Rev peptide-RRE RNA binding, FRET. inhibition, % at 8 µM. hit rate 0.79% among 97,000;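 active means inhibition above the screen-wide mean plus 3 SD, cut at about 35% in these data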;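 further: 0% = median DMSO wells and 100% = median Neomycin B control wells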
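Test system: Cy5-tagged RRE RNA duplex with fluorescein-tagged Rev peptide; Probe or stimulus: labelled Rev peptide; Schedule: 5 min preincubation and 15 min binding, 25 °C; Signal: FRET fluorescence readout; Evaluation: % inhibition from 671/540 nm acceptor-to-donor ratio, scaled between controls; Control set: DMSO and neomycin B.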
* marks the source's active call; other numbers are inactive results.

SMILES | EphB4 antag | Pyk2 oligo antag | PLK1 inh | PTPN22 act | cytoskel mod | Plk1 PBD FP | FAK blocker | PTPN22 inh 2 | Rev-RRE block
CCOc1ccc(S(=O)(=O)N2CCCCCC2)c2ccccc12 | -3 | -2.4 | -18 | 26 | -32 | 1 | 1 | -21 | 16

This is a subset; rates above refer to the full screens.
